pPAFAH FP inh – pPAFAH enzyme inhibitors, primary screen, biochemical, fluorescence polarization, human | Platelet-activating factor acetylhydrolase (Homo sapiens), Q13093 | recombinant pPAFAH, FP-rhodamine probe fluorescence polarization | inhibition, % at 3.39 µM | 330,000 tested, 1.5% active | AID 463082, 2010;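 active = inhibition above the mean inhibition across the screen plus 3 SD, cut at about 25% in these data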;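 note: inhibitors block binding of the rhodamine activity-based probe so polarization drops; 0% = enzyme with DMSO and 100% = wells lacking pPAFAH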
LYPLA2 inh – LYPLA2 inhibitors, primary screen, counter-screen for PME1 inhibitor project, biochemical, fluorescence polarization, FP-Rh probe ABPP; Acyl-protein thioesterase 2 (Homo sapiens), O95372; recombinant LYPLA2; inhibition, % at 5.9 µM; 320,000 tested, 0.38% active; AID 2177, 2009;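 active = inhibition above the screen-wide mean plus 3 SD, limit set per campaign, cut at about 26% in these data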;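 note: 0% = LYPLA2 with DMSO and 100% = wells lacking LYPLA2 enzyme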
PAFAH1B2 inh – PAFAH1B2 enzyme inhibitors, primary screen, biochemical, fluorescence polarization, human. inhibition, % at 3.39 µM. recombinant PAFAH1B2, FP-rhodamine activity probe. AID 492953, 2010. Platelet-activating factor acetylhydrolase IB subunit alpha2 (Homo sapiens), P68402. 340,000 tested, 1.2% active;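 active = inhibition above the mean of all tested compounds plus 3 SD, cut at about 24% in these data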;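 note: 0% = enzyme with DMSO and 100% = wells lacking PAFAH1B2; many of its hits are not listed in these tables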
LYPLA1 counter – LYPLA1 inhibitors, primary screen, counter-screen for PME1 inhibitor project, biochemical, fluorescence polarization, FP-Rh probe ABPP; Acyl-protein thioesterase 1 (Homo sapiens), O75608; recombinant LYPLA1; inhibition, % at 5.9 µM; 320,000 tested, 0.16% active; AID 2174, 2009;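 active = inhibition above the mean of all tested compounds plus 3 SD, set per campaign, cut at about 14% in these data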;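 note: inhibitors block serine hydrolase probe labeling of LYPLA1 so polarization falls; 0% = enzyme with DMSO and 100% = wells lacking LYPLA1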
PREPL inhibitor – PREPL enzyme inhibitors, primary screen, biochemical, fluorescence polarization; AID 2751, 2010; 320,000 tested, 0.68% active; recombinant PREPL, fluorescence polarization activity-based probe; inhibition, % at 5.96 µM; Prolyl endopeptidase-like (Homo sapiens), Q4J6C6; in the data active = inhibition above about 43%;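 note: 0% = enzyme with DMSO and 100% = wells lacking enzyme; many of its hits are not listed in these tables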
Target sequence (Q4J6C6 whole entry, looked up): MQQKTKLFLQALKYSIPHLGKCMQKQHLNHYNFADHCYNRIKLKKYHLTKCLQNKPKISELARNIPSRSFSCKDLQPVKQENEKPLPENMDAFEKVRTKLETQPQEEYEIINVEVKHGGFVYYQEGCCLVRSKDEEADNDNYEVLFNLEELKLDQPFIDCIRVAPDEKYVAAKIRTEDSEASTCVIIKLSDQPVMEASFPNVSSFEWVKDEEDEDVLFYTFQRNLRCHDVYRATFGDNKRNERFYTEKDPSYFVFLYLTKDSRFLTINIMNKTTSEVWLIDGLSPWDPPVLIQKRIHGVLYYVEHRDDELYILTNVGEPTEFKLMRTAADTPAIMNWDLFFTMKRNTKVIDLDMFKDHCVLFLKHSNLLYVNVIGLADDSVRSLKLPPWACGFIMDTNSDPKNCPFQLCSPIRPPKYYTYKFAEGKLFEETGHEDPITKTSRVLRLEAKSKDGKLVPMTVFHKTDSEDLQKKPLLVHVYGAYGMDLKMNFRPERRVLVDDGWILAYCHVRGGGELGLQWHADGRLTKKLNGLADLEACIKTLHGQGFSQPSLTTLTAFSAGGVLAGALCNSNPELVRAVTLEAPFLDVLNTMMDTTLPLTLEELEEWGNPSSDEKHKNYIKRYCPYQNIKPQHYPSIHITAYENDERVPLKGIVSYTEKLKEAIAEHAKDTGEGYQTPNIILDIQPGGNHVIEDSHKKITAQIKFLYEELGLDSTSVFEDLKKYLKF
EBNA-1 inh – EBNA-1 DNA-binding inhibitors, primary screen, biochemical, fluorescence polarization; 300,000 tested, 0.34% active; inhibition, % at 14.8 µM; AID 1950, 2009; in the data active = inhibition above about 28%
PAFAH2 inh – PAFAH2 enzyme inhibitors, primary screen, biochemical, fluorescence polarization, human; recombinant PAFAH2, FP-rhodamine activity probe; Platelet-activating factor acetylhydrolase 2, cytoplasmic (Homo sapiens), Q99487; inhibition, % at 3.39 µM; AID 492956, 2010; 340,000 tested, 0.99% active;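 active = inhibition above the mean over all tested compounds plus 3 SD, cut at about 30% in these data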;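 note: inhibitors block probe labeling of enzyme so polarization drops; 0% = enzyme with DMSO and 100% = wells lacking PAFAH2 protein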
ZTA counter – counter-screen for EBNA-1 inhibitors: inhibitors of Epstein-Barr virus ZTA; P03206; ZTA-DNA binding, fluorescence polarization; inhibition, % at 11 µM; 320,000 tested, 0.15% active; in the data active = inhibition above about 33%
Target sequence (P03206 whole entry, looked up): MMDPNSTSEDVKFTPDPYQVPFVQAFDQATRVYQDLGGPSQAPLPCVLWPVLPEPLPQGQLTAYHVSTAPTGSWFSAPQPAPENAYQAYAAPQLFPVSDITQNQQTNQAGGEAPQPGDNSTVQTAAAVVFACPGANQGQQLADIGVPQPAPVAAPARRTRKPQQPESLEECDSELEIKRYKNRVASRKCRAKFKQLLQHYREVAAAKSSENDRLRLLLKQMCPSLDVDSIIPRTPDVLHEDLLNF
PAFAH1B3 FP inh – PAFAH1B3 enzyme inhibitors, primary screen, biochemical, fluorescence polarization, human; Platelet-activating factor acetylhydrolase IB subunit alpha1 (Homo sapiens), Q15102; recombinant PAFAH1B3, FP-rhodamine probe; inhibition, % at 3.39 µM; 340,000 tested, 0.28% active; AID 492972, 2010;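 active = inhibition above the screen-wide average of all tested compounds plus 3 SD, cut at about 25% in these data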;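 note: 0% = enzyme with DMSO only and 100% = wells lacking PAFAH1B3 protein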
* marks the source's active call; other numbers are inactive results. Only part of the results is shown. The share of hits here may be higher or lower than overall.

For C/C=C\C=C/C(=O)Nc1cccc(C2=NOC3(C2)C[C@H](C(N)=O)N(C(=O)Cc2ccc([N+](=O)[O-])cc2)C3)c1 (stereo partly specified) the results were pPAFAH FP inh 7, LYPLA2 inh -3, PAFAH1B2 inh -5, LYPLA1 counter -8, PREPL inhibitor 0, EBNA-1 inh 11, PAFAH2 inh -2, ZTA counter 4 and PAFAH1B3 FP inh -7.
c1ccc(Sc2nc(N3CCCCC3)nc(N3CCCCC3)n2)nc1 was read as pPAFAH FP inh -1, LYPLA2 inh 7, PAFAH1B2 inh 0, LYPLA1 counter 2, PREPL inhibitor 25, EBNA-1 inh 0, PAFAH2 inh 1, ZTA counter -12 and PAFAH1B3 FP inh 0.
Cc1ccc(C(=O)NCCNC(=O)c2ccc(F)cc2)cn1 was read as pPAFAH FP inh 5, LYPLA2 inh -1, PAFAH1B2 inh 0, LYPLA1 counter -1, PREPL inhibitor 1, EBNA-1 inh 1, PAFAH2 inh -2, ZTA counter 4 and PAFAH1B3 FP inh 11.
C/C(CC1CC(C)(C)OC1=O)=N/Nc1nc(-c2ccccc2)cs1 (stereo unspecified) was read as pPAFAH FP inh 10, LYPLA2 inh 1, PAFAH1B2 inh 0, LYPLA1 counter -1, PREPL inhibitor 8, EBNA-1 inh 12, PAFAH2 inh 12, ZTA counter 13 and PAFAH1B3 FP inh 4.
COC(=O)N/N=C(\C)c1ccccc1OC(F)F was read as pPAFAH FP inh 1, LYPLA2 inh -2, PAFAH1B2 inh -2, LYPLA1 counter -2, PREPL inhibitor 10, EBNA-1 inh 4, PAFAH2 inh -2, ZTA counter -14 and PAFAH1B3 FP inh -3.
Screening O=C(NC1CCCc2ccccc21)C1CCN(c2c3c(nc4ncnn24)CCC3)CC1 (stereo unspecified) returned pPAFAH FP inh 4, LYPLA2 inh -3, PAFAH1B2 inh 4, LYPLA1 counter -3, PREPL inhibitor 2, EBNA-1 inh -6, PAFAH2 inh 2, ZTA counter 5 and PAFAH1B3 FP inh 3.
O=C(CCN1C(=O)C2C3C=CC(C3)C2C1=O)NCC1CCCO1 (stereo unspecified) was read as pPAFAH FP inh 5, LYPLA2 inh -6, PAFAH1B2 inh 1, LYPLA1 counter 2, PREPL inhibitor 3, EBNA-1 inh -5, PAFAH2 inh -10, ZTA counter 1 and PAFAH1B3 FP inh 6.
CC/C(CC(=O)C(F)(F)F)=N\NC(=O)/C(C#N)=C/N(C)C was read as pPAFAH FP inh 0, LYPLA2 inh 5, PAFAH1B2 inh 6, LYPLA1 counter -1, PREPL inhibitor 2, EBNA-1 inh 5, PAFAH2 inh 3, ZTA counter -4 and PAFAH1B3 FP inh 3.
`Cc1ccc(NC(=O)CSC2=C(C#N)C(c3ccco3)C3=C(CCCC3=O)N2)cc1` (stereo unspecified) gave pPAFAH FP inh -2, LYPLA2 inh 2, PAFAH1B2 inh -2, LYPLA1 counter 5, PREPL inhibitor 12, EBNA-1 inh -3, PAFAH2 inh -1, ZTA counter -7 and PAFAH1B3 FP inh -6.
For CCOc1ccc(C(C(=O)NCC2CCCO2)N(C(=O)c2snc(C(N)=O)c2N)c2ccc3c(c2)OCCO3)cc1 (stereo unspecified) the results were pPAFAH FP inh 3, LYPLA2 inh -1, PAFAH1B2 inh 1, LYPLA1 counter -4, PREPL inhibitor -7, EBNA-1 inh -8, PAFAH2 inh -2, ZTA counter 17 and PAFAH1B3 FP inh -2.
`COc1cc(NC(=O)CSc2nc3ncnc(N)c3[nH]2)c(C(=O)O)cc1OC` gave pPAFAH FP inh 0, LYPLA2 inh 2, PAFAH1B2 inh 2, LYPLA1 counter -1, PREPL inhibitor 7, EBNA-1 inh -10, PAFAH2 inh 4, ZTA counter -7 and PAFAH1B3 FP inh 10.
Screening CCCS(=O)(=O)N1CCCC(C(=O)NCCN(CC)CC)C1 (stereo unspecified) returned pPAFAH FP inh -6, LYPLA2 inh -13, PAFAH1B2 inh 6, LYPLA1 counter -4, PREPL inhibitor 5, EBNA-1 inh -7, PAFAH2 inh 3, ZTA counter -7 and PAFAH1B3 FP inh 8.

Next part, overlapping the part above by two compounds.
`COc1cc(NC(=O)CSc2nc3ncnc(N)c3[nH]2)c(C(=O)O)cc1OC` gave pPAFAH FP inh 0, LYPLA2 inh 2, PAFAH1B2 inh 2, LYPLA1 counter -1, PREPL inhibitor 7, EBNA-1 inh -10, PAFAH2 inh 4, ZTA counter -7 and PAFAH1B3 FP inh 10.
Screening CCCS(=O)(=O)N1CCCC(C(=O)NCCN(CC)CC)C1 (stereo unspecified) returned pPAFAH FP inh -6, LYPLA2 inh -13, PAFAH1B2 inh 6, LYPLA1 counter -4, PREPL inhibitor 5, EBNA-1 inh -7, PAFAH2 inh 3, ZTA counter -7 and PAFAH1B3 FP inh 8.
Screening CCCn1c(-c2cccs2)nc2nc3ccccc3nc21 returned pPAFAH FP inh 5, LYPLA2 inh 5, PAFAH1B2 inh 3, LYPLA1 counter 4, PREPL inhibitor -3, EBNA-1 inh 5, PAFAH2 inh 3, ZTA counter 12 and PAFAH1B3 FP inh 4.
COc1cc(Cl)ccc1OCc1cc(C(=O)N(C)C2CCOC2)no1 (stereo unspecified) was read as pPAFAH FP inh 5, LYPLA2 inh 8, PAFAH1B2 inh 3, LYPLA1 counter -4, PREPL inhibitor 4, EBNA-1 inh 8, PAFAH2 inh -4, ZTA counter 4 and PAFAH1B3 FP inh 5.
For CCOC(=O)C1=C(C)N(CCCC(=O)O)C(=O)NC1c1ccc2ccccc2c1 (stereo unspecified) the results were pPAFAH FP inh 4, LYPLA2 inh -5, PAFAH1B2 inh 9, LYPLA1 counter -3, PREPL inhibitor -14, EBNA-1 inh 13, PAFAH2 inh 4, ZTA counter 20 and PAFAH1B3 FP inh -4.
CCCOC(=O)c1ccc(NC(=O)CC(C)(C)C)cc1 was read as pPAFAH FP inh 1, LYPLA2 inh 8, PAFAH1B2 inh -2, LYPLA1 counter -1, PREPL inhibitor 5, EBNA-1 inh -3, PAFAH2 inh 2, ZTA counter -10 and PAFAH1B3 FP inh 4.
Cn1cc(C(=O)N2CCN(c3ccccn3)CC2)c(=O)c2cc(S(=O)(=O)N3CCOCC3)ccc21 was read as pPAFAH FP inh 6, LYPLA2 inh 2, PAFAH1B2 inh 1, LYPLA1 counter -4, PREPL inhibitor 10, EBNA-1 inh 0, PAFAH2 inh -1, ZTA counter 21 and PAFAH1B3 FP inh 4.
For CCC(CC)C(=O)Nc1nnc(S(=O)(=O)Nc2ccccc2C)s1 the results were pPAFAH FP inh 15, LYPLA2 inh 3, PAFAH1B2 inh 9, LYPLA1 counter 8, PREPL inhibitor -1, EBNA-1 inh 10, PAFAH2 inh 7, ZTA counter -4 and PAFAH1B3 FP inh 5.
For CCc1ccc(-n2nc3ccc(NC(=O)c4ccc5c(c4)OCO5)cc3n2)cc1 the results were pPAFAH FP inh 2, LYPLA2 inh 3, PAFAH1B2 inh 0, LYPLA1 counter 1, PREPL inhibitor -6, EBNA-1 inh 3, PAFAH2 inh -4, ZTA counter 3 and PAFAH1B3 FP inh 7.
`CCc1c(O)nc(SCC(=O)Nc2ccccc2OC)[nH]c1=O` gave pPAFAH FP inh 1, LYPLA2 inh 4, PAFAH1B2 inh 6, LYPLA1 counter 0, PREPL inhibitor -3, EBNA-1 inh 1, PAFAH2 inh -7, ZTA counter 13 and PAFAH1B3 FP inh 7.
For CCc1ccc(CNCc2cccnc2)cc1 the results were pPAFAH FP inh 2, LYPLA2 inh -7, PAFAH1B2 inh 4, LYPLA1 counter -4, PREPL inhibitor -1, EBNA-1 inh 5, PAFAH2 inh 7, ZTA counter -4 and PAFAH1B3 FP inh 2.
For O=C(O)C/C(=C\c1ccc(N2CCOCC2)c([N+](=O)[O-])c1)c1nc2ccccc2s1 the results were pPAFAH FP inh 26*, LYPLA2 inh 3, PAFAH1B2 inh 4, LYPLA1 counter 4, PREPL inhibitor 4, EBNA-1 inh 12, PAFAH2 inh 12, ZTA counter 9 and PAFAH1B3 FP inh -7.
For CCN(c1ccc(NS(=O)(=O)c2cc(Cl)ccc2Cl)cc1)C(C)C the results were pPAFAH FP inh 9, LYPLA2 inh 8, PAFAH1B2 inh 0, LYPLA1 counter 1, PREPL inhibitor 1, EBNA-1 inh 5, PAFAH2 inh 1, ZTA counter 9 and PAFAH1B3 FP inh -1.
Screening COC(=O)c1ccc(NC(=O)CN2C(=O)c3ccccc3S2(=O)=O)cc1 returned pPAFAH FP inh -6, LYPLA2 inh -9, PAFAH1B2 inh 1, LYPLA1 counter -2, PREPL inhibitor 13, EBNA-1 inh -5, PAFAH2 inh -2, ZTA counter -1 and PAFAH1B3 FP inh 1.
Screening CCc1ccc(OCCCC(=O)Nc2nccs2)cc1 returned pPAFAH FP inh -8, LYPLA2 inh -5, PAFAH1B2 inh -1, LYPLA1 counter -4, PREPL inhibitor -1, EBNA-1 inh 2, PAFAH2 inh -6, ZTA counter 5 and PAFAH1B3 FP inh 14.
Screening CC(C)N=c1scc(-c2ccco2)n1/N=C/c1ccc(O)c(O)c1 returned pPAFAH FP inh 64*, LYPLA2 inh -16, PAFAH1B2 inh 1, LYPLA1 counter -12, PREPL inhibitor 10, EBNA-1 inh -8, PAFAH2 inh 4, ZTA counter -23 and PAFAH1B3 FP inh 6.
For Cc1ccc(S(=O)(=O)N2CCN(C)CC2)cc1 the results were pPAFAH FP inh 0, LYPLA2 inh 4, PAFAH1B2 inh 13, LYPLA1 counter 0, PREPL inhibitor -4, EBNA-1 inh -5, PAFAH2 inh 7, ZTA counter -8 and PAFAH1B3 FP inh 3.
Screening Cc1cccc(NC(=S)N(CCN2CCOCC2)Cc2ccccc2F)c1 returned pPAFAH FP inh -4, LYPLA2 inh -11, PAFAH1B2 inh 1, LYPLA1 counter -6, PREPL inhibitor 8, EBNA-1 inh -8, PAFAH2 inh -1, ZTA counter -9 and PAFAH1B3 FP inh 5.
`CCc1noc(C)c1C(=O)N(C)CC(=O)Nc1ccccc1Br` gave pPAFAH FP inh 4, LYPLA2 inh 0, PAFAH1B2 inh -5, LYPLA1 counter 0, PREPL inhibitor 0, EBNA-1 inh 0, PAFAH2 inh 1, ZTA counter 19 and PAFAH1B3 FP inh -2.
For COc1ccc(-n2nc(C(=O)N3CCC(C#N)CC3)c3c4ccccc4n(C)c3c2=O)cc1 the results were pPAFAH FP inh -1, LYPLA2 inh -3, PAFAH1B2 inh 5, LYPLA1 counter -2, PREPL inhibitor -2, EBNA-1 inh -7, PAFAH2 inh -4, ZTA counter 5 and PAFAH1B3 FP inh 5.
O=C(CSc1nncn1-c1ccccc1)Nc1ccccc1F was read as pPAFAH FP inh -5, LYPLA2 inh 3, PAFAH1B2 inh 8, LYPLA1 counter -1, PREPL inhibitor 3, EBNA-1 inh -11, PAFAH2 inh 3, ZTA counter 2 and PAFAH1B3 FP inh 0.
COc1ccccc1C(=O)N/N=C(\C)c1ccc(NC(=O)C2CC2)cc1 was read as pPAFAH FP inh 0, LYPLA2 inh 2, PAFAH1B2 inh -1, LYPLA1 counter 1, PREPL inhibitor 5, EBNA-1 inh 2, PAFAH2 inh 2, ZTA counter 11 and PAFAH1B3 FP inh 3.
